Screening data as filed in PubChem BioAssay.
IL1B NFkB pot: enhances IL-1B driven NFkB nuclear translocation; HUVEC IL-1B NFkB p65 nuclear translocation imaging; activation, % at 2 µM; 0.3% of 94,000 active; AID 819;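 active = activation above 40%, about the mean plus 3 SD, also judged a hit on visual image review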;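 also: percent activation is computed from the nuclear over cytoplasmic p65 intensity ratio; values of inactives mirror those of a sister screen read the other way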
NFkB transloc inh: blocks IL-1B driven NFkB nuclear translocation in HUVEC cells | HUVEC IL-1B NFkB p65 nuclear translocation imaging | inhibition, % at 2 µM | 0.43% of 94,000 active | AID 796;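 active = inhibition above about 30% together with a positive call from visual inspection of the well image, limit read from the data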;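 also: nuclear over cytoplasmic p65 intensity ratio measured by imaging; 0% = IL-1B stimulated DMSO wells and 100% = unstimulated DMSO wells; values of inactives mirror those of a sister screen read the other way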
MRP reversal: reverses drug resistance mediated by MRP; H69AR cells + 2 uM doxorubicin, CellTiter-Glo, 72 h; differential viability (reversal), % at 10 µM; 0.04% of 85,000 active;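 active = viability drop by adding the cancer drug above about 55%, with treated viability meeting a 40% cutoff, limit read from the data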;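 also: viability without doxorubicin minus viability with 2 µM doxorubicin for each compound; larger differential means the compound sensitizes cells more to doxorubicin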
PLAP inhibition: inhibition of human placental alkaline phosphatase – biochemical, luminescence, HTS (AID 690); purified PLAP, luminescent substrate; higher % means a stronger effect; inhibition, % at 20 µM; hits with a dose series show IC50 in µM; 0.08% of 96,000 active; in the data active = a potency from the dose series; inactive = the rest, 99 in 100 with inhibition below about 30%; also: strong numbers were not always called active
Bcl-B TR3 displacers: displacers of TR3 peptide from Bcl-B, primary screen, selectivity assay for Bfl-1 inhibitor project, biochemical, fluorescence polarization; 0.11% of 96,000 active; one-dose displacement, % at 20 µM; IC50 in µM for titrated hits; FP displacement of FITC-TR3 peptide from Bcl-B; higher % means a stronger effect; AID 748;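 active = displacement above 50% at 20 µM plus a fluorescence interference ratio under 1.5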;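 also: plate controls were wells without compound for no effect and wells lacking Bcl-B protein for full effect; a part of the inactive calls stands beside numbers as strong as those of hits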
MRP reversal cytotoxicity: further read-out of MRP reversal, marked with its call; viability, %; H69AR cells, CellTiter-Glo, 72 h; measured here: cytotoxicity without doxorubicin
MRP reversal with doxorubicin: recorded beside MRP reversal, whose call it bears; viability, %; measured here: viability with 2 uM doxorubicin; active compounds read low
NFkB transloc inh cell count 2 µM: second read-out of NFkB transloc inh, no call of its own (marks repeat the call); cell count; measured here: cells passing quality filter;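 raw number of nuclei counted in each imaged well without normalization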
IL1B NFkB pot cell count 2 µM: also measured in IL1B NFkB pot; calls as there; cell count; measured here: cells passing quality filter
Active calls of the source: *. These rows are one share of the data; count on the stated rates, not on these rows.

SMILES | IL1B NFkB pot | IL1B NFkB pot cell count 2 µM | NFkB transloc inh | NFkB transloc inh cell count 2 µM | MRP reversal | MRP reversal cytotoxicity | MRP reversal with doxorubicin | PLAP inhibition | Bcl-B TR3 displacers
CCOc1ccc(S(=O)(=O)N2CCCCCC2)c2ccccc12 | 5 | 157 | -5 | 157 | 10 | 91 | 81 | -3% | 3%
